# Source: PubChem
# G9a block: G9a (human) methyltransferase inhibition | G9a H3K9 monomethylation, AlphaScreen, 2 h | Potency, µM (titrated, usually from 102 µM), for the others: at the highest dose activity, negative = inhibition, usual class: inhibitors | 350,000 tested, 8.8% active | AID 504332; further: potency means the concentration at half of the fitted maximal effect; on the % scale 0 is the no-effect control and ±100 the full control effect; nearly all actives have a fitted effect of over 75% in size
#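 Using a bead-based AlphaScreen, monomethylated H3K9 product from 2 h room-temperature reactions (G9a 20 nM, peptide 500 nM, SAM 20 uM) was detected with 0.5 ug/mL rabbit anti-H3K9me1 antibody.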
# ERG Ets-DNA blk: blocks human ERG Ets domain binding to DNA. P11308. fluorescence polarization, His-ERG Ets domain / labelled DNA. Potency, µM (series often up to 76.9 µM), inactives show at the highest dose FP activity, negative = inhibition, actives largely listed as inhibitors. 370,000 tested, 0.028% active; active means well fitted inhibition curve with a large enough effect in the polarisation, with a control signal flat; inconclusive means small, poorly fitted or top-dose-only effect, or effect the other way, or a change in a side signal; inactive means no such curve, though single readings can be large or run the other way; the % refers to the polarisation;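 further: polarization taken with two DNA probes labelled with fluorescein and Texas red; potency means the concentration at half of the fitted maximal effect; % of control where 0% means no effect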
#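 His-tagged ERG Ets domain (1 uM in the protein solution; 300mM KCl, 50mM Tris-HCl, 1mM EDTA, 1mM DTT, pH 7.5) received compound, then a probe mix of 5 nM fluorescein-DNA and 100nM Texas-615-DNA. Fluorescence polarization was read for both dyes.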
# JMJD2A Tudor: blocks the human JMJD2A Tudor domain. AlphaScreen JMJD2A-Tudor / H3K4me3 peptide binding. O75164. Potency, µM (series often up to 114 µM), for inactives: top-dose activity change, negative = inhibition, hits mostly inhibitors. AID 504339. 390,000 tested, 4.4% active; further: potency means the concentration at half of the fitted maximal effect; on the % scale 0 is the no-effect control and ±100 the full control effect; nearly all actives have a fitted effect of over 50% in size
# HP1b binding inh: inhibitors of HP1-beta chromodomain binding to methylated histone tails; AlphaScreen HP1-beta / biotin-H3K9me3 peptide binding; Potency, µM (titrated, usually from 114 µM), for inactives: at the top dose activity change, negative = inhibition, most hits filed as inhibitors; 390,000 tested, 0.56% active; AID 540317; further: potency means the concentration at half of the fitted maximal effect; nearly all actives have a fitted effect of over 70% in size; inactives centre near 23
# Target sequence (P83916 whole entry, looked up): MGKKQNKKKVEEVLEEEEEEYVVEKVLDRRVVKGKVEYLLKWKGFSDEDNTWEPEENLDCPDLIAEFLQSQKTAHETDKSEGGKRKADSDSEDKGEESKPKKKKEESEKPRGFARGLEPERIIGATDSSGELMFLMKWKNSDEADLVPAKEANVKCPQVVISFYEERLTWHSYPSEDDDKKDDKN
#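 Compound inhibition of the preformed complex between 50 nM HP1-beta and 50 nM biotinylated H3K9me3 peptide was read by AlphaScreen. Buffer was PBS pH 7.4 with 0.01% Tween-20. Incubations ran 30 min at room temperature, with 10 ug/mL donor/acceptor beads.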
# GLS inhibitor: inhibitors of human glutaminase (GLS); 410,000 tested, 0.21% active; Potency, µM (top dose mostly 45.5 µM), without a hit: top-dose activity change, negative = inhibition, actives largely listed as inhibitors; GLS enzymatic activity, qHTS titration; further: potency means the concentration at half of the fitted maximal effect; on the % scale 0 is the no-effect control and ±100 the full control effect
# Target sequence (O94925 whole entry, looked up): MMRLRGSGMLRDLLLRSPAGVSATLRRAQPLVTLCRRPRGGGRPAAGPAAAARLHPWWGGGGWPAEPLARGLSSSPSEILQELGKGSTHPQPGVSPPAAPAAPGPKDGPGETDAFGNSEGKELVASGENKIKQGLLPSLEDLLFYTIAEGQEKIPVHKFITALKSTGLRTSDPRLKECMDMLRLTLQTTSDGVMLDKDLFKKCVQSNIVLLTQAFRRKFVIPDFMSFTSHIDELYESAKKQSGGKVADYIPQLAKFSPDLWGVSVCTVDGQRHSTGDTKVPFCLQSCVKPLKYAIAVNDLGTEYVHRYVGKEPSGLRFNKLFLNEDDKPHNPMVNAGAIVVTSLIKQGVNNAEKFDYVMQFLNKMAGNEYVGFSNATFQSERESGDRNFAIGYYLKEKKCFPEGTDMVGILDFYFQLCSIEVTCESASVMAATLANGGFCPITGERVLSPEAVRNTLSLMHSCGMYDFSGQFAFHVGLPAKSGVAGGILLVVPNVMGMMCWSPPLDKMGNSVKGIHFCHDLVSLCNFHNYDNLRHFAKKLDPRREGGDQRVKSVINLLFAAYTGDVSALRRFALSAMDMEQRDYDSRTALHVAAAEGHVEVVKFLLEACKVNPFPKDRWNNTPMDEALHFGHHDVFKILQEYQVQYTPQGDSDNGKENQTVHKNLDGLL
#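 hKGA; 45 mM KH2PO4 pH 8.2 + 0.02% Tween-20; cpd via pin tool; 1 mM Gln soln; GluOx/HRP/Amplex Red; RT 30 min; fluor. t0 & final.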
# Pin1 inh: inhibitors of human Pin1; Pin1 FP peptide displacement, HiFluor488, 10 min; Potency, µM (series often up to 115 µM), for the others: top-dose activity, negative = inhibition, most hits filed as inhibitors; 390,000 tested, 0.009% active; AID 504891; active means well fitted inhibition curve with a large enough effect in the polarisation, with a control signal flat, not every such curve was filed as active; inconclusive means small, poorly fitted or top-dose-only effect, or effect the other way, or a change in a side signal; inactive means no such curve, though single readings can be large or run the other way; the % refers to the polarisation; further: potency means the concentration at half of the fitted maximal effect; on the % scale 0 is the no-effect control and ±100 the full control effect
# Target sequence (Q13526 whole entry, looked up): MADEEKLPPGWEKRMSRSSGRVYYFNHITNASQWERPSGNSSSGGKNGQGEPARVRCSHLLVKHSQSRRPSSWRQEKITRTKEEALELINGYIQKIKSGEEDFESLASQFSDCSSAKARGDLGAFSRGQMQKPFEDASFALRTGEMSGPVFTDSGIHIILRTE
# BAZ2B block: BAZ2B (human) inhibition; AlphaScreen BAZ2B-H3K14Ac peptide displacement; Potency, µM (highest dose often 114 µM), inactives show at the highest dose activity change, negative = inhibition, usual class: inhibitors; 360,000 tested, 4.4% active; further: potency means the concentration at half of the fitted maximal effect; on the % scale 0 is the no-effect control and ±100 the full control effect; nearly all actives have a fitted effect of over 60% in size
#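 BAZ2B (50 nM) with biotin-H3(5-23)K14Ac peptide (50 nM) in PBS pH 7.4, 0.01% Tween-20, preformed 30 min, then compound 30 min at room temperature; top concentration 110uM. AlphaScreen streptavidin donor/nickel chelate acceptor beads (10 ug/mL final), 20 min dark, signal read.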
# PGK inhibitor: T. brucei PGK inhibition. PGK/GAPDH coupled, Kinase-Glo luminescence, 60 min. 380,000 tested, 0.043% active. P07378. Potency, µM (top dose mostly 57.5 µM), for inactives: at the top dose activity change, negative = inhibition, usual class: inhibitors. AID 602233; further: potency means the concentration at half of the fitted maximal effect; on the % scale 0 is the no-effect control and ±100 the full control effect; nearly all actives have a fitted effect of over 60% in size
#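 Recombinant glycosomal PGK reaction used 1,3-bisphosphoglycerate generated in-well by GAPDH (100nM final) in 100mM TEA pH 7.6, 5mM MgCl2, 0.01% Tween-20. After 60 minutes at room temperature, ATP was read by Kinase-Glo Plus luminescence end-point.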
# PI4K2A inh: blocks human PI4K2A kinase activity. activity change, negative = inhibition, % at 76.9 µM. Q9BTU6. purified PI4K2A, ADP-Glo luminescence, 1 h; active compounds read low. 420,000 tested, 0.13% active; in the data active means activity change below about -50%; inconclusive means mostly about -30% to -49%;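 further: -100% = wells without enzyme as full effect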
#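 PI4K2A activity was measured by ADP-Glo luminescence: enzyme (4 ug/mL stock) and phosphatidylinositol (1.2 mM stock) in Tris pH 7.5/MgCl2/EGTA/Triton X-100 buffer were reacted with ATP (300 microM stock) for one hour at ambient temperature.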
# An asterisk follows results filed as active; i = inactive; ? = inconclusive; . = not tested or not shown; & = joins results of further samples; [ ] = another dose, or the depositor's remark. Unless noted, the call rests on the fitted dose curve; in most records, active means well fitted curve in the direction sought with a large enough effect; inconclusive means small, poorly fitted or top-dose-only effect, or another doubt; inactive means no such curve, though single readings can be large; an effect the other way counts as inactive or inconclusive. This is a random part of the collection. Share with any hit: about 11%.
SMILES,G9a block,ERG Ets-DNA blk,JMJD2A Tudor,HP1b binding inh,GLS inhibitor,Pin1 inh,BAZ2B block,PGK inhibitor,PI4K2A inh
Cc1ccc(C)c(S(=O)(=O)N2CCN(C(=O)Cc3c(F)cccc3Cl)CC2)c1,-2%,.,-26%,15%,8%,-4%,-6%,-2%,0
CC(NC(=O)c1ccc2c(c1)N(Cc1ccc(Cl)cc1)C(=O)c1ccccc1S2=O)c1ccccc1 (stereo unspecified),-46%[59 µM],9%,-14%,21%,8%,13%,-13%,5%,-4
Cc1csc(NC(=O)c2ccc(=O)[nH]c2)n1,-1%,0%,-17%,26%,-1%,5%,-2%,-2%,4
COc1ccc2c(c1)OC[C@H]1[C@H]2N2C(=O)CN(CC3CCCO3)C(=O)[C@@]2(C)[C@H]1c1ccccc1 (stereo partly specified),-9%[2.33 µM],0%,-21%,22%,-3%,6%,10%,6%,-3
Cc1c(N/C=C/C(=O)C(F)(F)F)c(=O)n(-c2ccccc2)n1C,1%,6%,4%,19%,17%,-6%,4%,i,-3
CCOc1ccc2oc(C(=O)OCC(=O)N3CC(C)OC(C)C3)c(C)c2c1 (stereo unspecified),15%[12.7 µM],-4%,10%,24%,-1%,-8%,10%,-8%,1
COCCN(CC(=O)NCc1ccc(F)cc1)C(=O)CCC(=O)Nc1nccs1,9%[12.7 µM],-1%,-13%,25%,0%,4%,-2%,6%,-6
CCOc1ccc(S(=O)(=O)N(CC(=O)NCCSc2ccccc2)c2ccccc2)cc1,-27%[59 µM],4%,-1%,18%,5%,3%,3%,-2%,2
CCC(=O)N1c2ccc(S(=O)(=O)CCC(=O)NCc3ccc(OC)cc3)cc2CC1C (stereo unspecified),?,9%,-23%,34%,9%,-1%,.,5%,-6
CCC(=O)Nc1ccc(NC(=O)CSc2nnnn2-c2ccc(OC)cc2)cc1,.,1%,-12%,37%,-2%,5%,5%,-9%,-8
Cc1cnc(=O)[nH]c1SCC(=O)Nc1nccs1,-5%,8%,-4%,22%,-4%,10%,13%,9%,5
OCC(O)/C=N/Nc1nc(Nc2ccccc2)nc(Nc2ccccc2)n1 (stereo unspecified),-4%,2%,-29%,44%[activator],-25%,-8%,-22%,5%,1
O=[N+]([O-])c1nn(-c2ccc3c(c2)OCCO3)n(O)c1=NC1CCCCCC1,13µM*,-7%,22µM*,?,3%,14%,14µM*,i,7
CC/C(O)=C1\C(=O)CC(c2ccccc2)CC1=NCCC(=O)O (stereo unspecified),-47%,13%,-14%,18%,7%,?,-3%,-2%,3
O=C(CSc1nc2c(oc3ccccc32)c(=O)n1CC1CCCO1)NCc1ccccc1 (stereo unspecified),-32%,3%,-15%,39%[activator],-5%,1%,-4%,-3%,0

# JMJD2A Tudor, entries above that show a hit
SMILES,G9a block,ERG Ets-DNA blk,JMJD2A Tudor,HP1b binding inh,GLS inhibitor,Pin1 inh,BAZ2B block,PGK inhibitor,PI4K2A inh
O=[N+]([O-])c1nn(-c2ccc3c(c2)OCCO3)n(O)c1=NC1CCCCCC1,13µM*,-7%,22µM*,?,3%,14%,14µM*,i,7

# Single records, as listed above. Screens in order: G9a block	ERG Ets-DNA blk	JMJD2A Tudor	HP1b binding inh	GLS inhibitor	Pin1 inh	BAZ2B block	PGK inhibitor	PI4K2A inh
# Cc1c(N/C=C/C(=O)C(F)(F)F)c(=O)n(-c2ccccc2)n1C as listed: 1%	6%	4%	19%	17%	-6%	4%	i	-3
# CCOc1ccc(S(=O)(=O)N(CC(=O)NCCSc2ccccc2)c2ccccc2)cc1 as listed: -27%[59 µM]	4%	-1%	18%	5%	3%	3%	-2%	2
# CC/C(O)=C1\C(=O)CC(c2ccccc2)CC1=NCCC(=O)O (stereo unspecified) as listed: -47%	13%	-14%	18%	7%	?	-3%	-2%	3

# The listing continues:
SMILES,G9a block,ERG Ets-DNA blk,JMJD2A Tudor,HP1b binding inh,GLS inhibitor,Pin1 inh,BAZ2B block,PGK inhibitor,PI4K2A inh
Cc1cc(C)n(C2CCCCC2OC(=O)c2ccccc2F)n1 (stereo unspecified),13%[0.501 µM],11%,-13%,8%,-2%,-1%,6%,-2%,7
CCN(CC)C(=O)C1CCC(C)(C(=O)O)C1(C)C (stereo unspecified),-41%[59 µM],-5%,7%,15%,2%,2%,3%,-4%,-13
O=C(c1cc2ccccc2oc1=O)N1CCN(c2ccccn2)CC1,-6%[59 µM],2%,-17%,39%,3%,-3%,-15%,-1%,2
O=C(c1cccc(NS(=O)(=O)c2ccc(F)c(F)c2)c1)N1CCN(Cc2ccccc2)CC1,?,-1%,-16%,21%,12%,0%,-34%,1%,-6
COC(=O)c1c(NC(=O)c2ccccc2F)sc(C(=O)N2CCOCC2)c1C,14%,-12%,5%,25%,-6%,2%,-4%,-10%,2
O=c1c(-c2ccccc2)nc(-c2ccccc2)cn1O,-33%,0%,-16%,23%,13%,-3%,2%,-1%,2
S=C(c1ccc(-c2cccc(Cl)c2)o1)N1CCCCC1,11µM*,-10%,28µM*,?,?,-1%,32µM*,15%,-8
COc1ccc(NC(=O)CNC(=O)Cn2ccc3ccccc3c2=O)c(OC)c1,12%,-10%&2%,5%&14%,-5%&37%,-2%&-10%,4%&-2%,?,9%&-2%,6&3
CCOc1ccc(-n2c(C)nc3c(cnn3-c3ccc(C)cc3)c2=O)cc1,12%[59 µM],-3%,2%,34%,-4%,-5%,.,-2%,1
CC12C(=O)N(c3ccccc3)C(=O)C1C(c1ccccc1)N1CCCN12 (stereo unspecified),.,1%,0%,12%,5%,-2%,-21%,4%,7
Cc1cccc(OCc2nnc(SCn3nnc4ccccc4c3=O)o2)c1,2%[59 µM],8%,1%,65%[activator],-30%,-4%,.,0%,1
Cc1nc2ccc(NC(=O)CS(=O)(=O)c3ccc(F)cc3)cc2s1,1%,-2%,-3%,16%,14%,4%,-2%,-2%,4
O=S(=O)(Nc1cccc(Cl)c1)c1ccc(-n2cccn2)cc1,-4%,11%,-11%,38%,1%,-2%,-6%,3%,-5
Cc1nc(NCC2CCCO2)c2nnn(Cc3c(F)cccc3Cl)c2n1 (stereo unspecified),17%,11%,1%[57.1 µM],44%[activator],-10%,2%,-23%,6%,3
CCCN1CCN(CCCNC(=O)Cn2c(-c3cccs3)cc3ccccc32)CC1,-12%[59 µM],-4%,-25%,6%,-9%,-1%,-13%,11%,1

# Two entries from above in a different format.
structure | G9a block | ERG Ets-DNA blk | JMJD2A Tudor | HP1b binding inh | GLS inhibitor | Pin1 inh | BAZ2B block | PGK inhibitor | PI4K2A inh
CC12C(=O)N(c3ccccc3)C(=O)C1C(c1ccccc1)N1CCCN12 (stereo unspecified) | . | 1% | 0% | 12% | 5% | -2% | -21% | 4% | 7
Cc1cccc(OCc2nnc(SCn3nnc4ccccc4c3=O)o2)c1 | 2%[59 µM] | 8% | 1% | 65%[activator] | -30% | -4% | . | 0% | 1

# Remaining list, next part
SMILES,G9a block,ERG Ets-DNA blk,JMJD2A Tudor,HP1b binding inh,GLS inhibitor,Pin1 inh,BAZ2B block,PGK inhibitor,PI4K2A inh
Nc1ccc(C(=O)OCC(=O)N2CCc3ccccc3C2)cc1[N+](=O)[O-],-48%[59 µM],-17%,-32%,1%,0%,3%,-33%,-8%,-2
Nc1nn2c(C(F)(F)F)cc(=O)[nH]c2c1N=Nc1cccc(F)c1,?,15%,-33%,7%,-4%,-7%,-30%,-9%,-1
CCOc1cc(/C=N/NC(=O)c2ccncc2)cc(Cl)c1OS(C)(=O)=O,?,4%,-13%,27%,3%,2%,2%,0%,1
Cc1ccc(C(=O)Nc2nc3c(s2)CCCC3)o1,56µM*,-11%,-33%,12%,22%,-2%,-35%,-21%,-20
CCCCSc1nnc2n(-c3ccc(OC)cc3)c(=O)c3c4c(sc3n12)COC(C(C)C)C4 (stereo unspecified),0%[59 µM],2%,-30%,20%,1%,0%,-6%,9%,2
Cc1ccc2nc(Nc3nc(C)cc(C(F)(F)F)n3)nc(C)c2c1,22%[59 µM],1%,6%[57.1 µM],42%[activator],0%,8%,0%,-1%,-3
Cc1cccc(C(=O)OCC(=O)NCC2COc3ccccc3O2)c1 (stereo unspecified),6%[59 µM],-7%,0%,21%,4%,0%,-5%,2%,-5
O=C1c2ccccc2S(=O)(=O)c2cc(C(=O)N3CCN(c4ccc(Cl)cn4)CC3)ccc21,.,-1%,?,1%,3%,-1%,.,-6%,-2
O=C1c2ccccc2NC(c2ccccn2)N1c1ccc(Cl)cc1 (stereo unspecified),?,3%,-20%,32%,-3%,0%,8%,-9%,9
Cc1c(CCNC(=O)c2ccc(C(C)(C)C)cc2)sc2nc(-c3ccc(F)cc3)nn12,1%[59 µM],-2%,-22%,45%[activator],-5%,?,-1%,-5%,-4
CCc1ccc(OCC(=O)Nc2ccc3c(c2)OCCO3)cc1,-11%,5%,-3%,26%,-6%,1%,6%,-1%,-4
COc1cccc(NC(=O)c2ccc(NCCCN3CC(C)CC(C)C3)c([N+](=O)[O-])c2)c1 (stereo unspecified),-7%,-9%,-10%,18%,12%,1%,-13%,i,-1
Cc1ccc(CNC(=O)CCc2ccc(S(=O)(=O)NC3CCCCC3)cc2)cc1,-45%[2.33 µM],4%,10%[11.4 µM],-8%,-4%,-5%,-8%,-4%,-2
